# Screening data (PubChem BioAssay)
# HEK cytotox: Cytotoxic Profiling in HEK 293 Cell Line of Diverse Libraries Using Quantitative High-Throughput Screening. HEK 293 viability, ATP luminescence (CellTiter-Glo), 48-72 h. Potency, µM (doses to about 115 µM), without a hit: at the highest dose activity change, negative = cytotoxicity, usual class: inhibitors. 94,000 compounds, 6.6% hits. AID 1345083, 2018; note: potency is the fitted concentration of half-maximal effect; nearly all actives have a fitted effect of over 60% in size
#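 Viability of HEK 293 cells, plated at 250 cells/well, was judged by cellular ATP after compound treatment for 48 or 72 hr. Luminescence was imaged 10 min after CellTiter-Glo addition at room temperature.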
# SNCA expr inh: Primary qHTS assay for inhibitors of alpha-synuclein gene (SNCA) expression; HEK-293 SNCA-luciferase knock-in, luminescence, 24 h; Potency, µM (highest dose often 57.2 µM), inactives show top-dose activity change, negative = inhibition, usual class: inhibitors; 140,000 compounds, 0.17% hits;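 note: potency is the fitted concentration of half-maximal effect; plate controls were DMSO cells for no effect and cell-free wells for full effect; nearly all actives have a fitted effect of over 45% in size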
# IP6K1 inh: Primary qHTS assay for small molecule inhibitors of Inositol hexaphosphate kinase 1 (IP6K1) | IP6K1 kinase, ADP-Glo luminescence, 2 h; stronger effect = lower value | activity change, % (series mostly up to about 58 µM) | 140,000 compounds, 0.81% hits | AID 1645851, 2021; in the data active = activity change below about -25%
# Target sequence (Q92551 whole entry, looked up): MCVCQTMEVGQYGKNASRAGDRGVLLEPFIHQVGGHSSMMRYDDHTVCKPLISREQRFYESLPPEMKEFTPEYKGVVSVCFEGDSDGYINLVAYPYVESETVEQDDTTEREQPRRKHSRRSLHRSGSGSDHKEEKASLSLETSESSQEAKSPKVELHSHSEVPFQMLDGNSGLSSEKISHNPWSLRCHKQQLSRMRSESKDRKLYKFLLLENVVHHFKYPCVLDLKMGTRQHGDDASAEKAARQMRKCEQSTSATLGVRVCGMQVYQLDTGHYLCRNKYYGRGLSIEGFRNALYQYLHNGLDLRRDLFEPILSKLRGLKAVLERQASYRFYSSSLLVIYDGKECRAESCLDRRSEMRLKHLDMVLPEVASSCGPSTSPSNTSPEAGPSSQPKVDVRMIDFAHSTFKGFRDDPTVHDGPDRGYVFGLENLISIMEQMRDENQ
#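 ADP-Glo luminescence measures ADP made by human IP6K1 during a 2 h RT reaction with ATP/IP6 (mix at 1.3 mM/130 uM); top library doses 57.5 and 19.1 uM final.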
# NIH3T3 tox: Cytotoxic Profiling in NIH 3T3 Cell Line of Diverse Libraries Using Quantitative High-Throughput Screening; NIH 3T3 viability, CellTiter-Glo ATP luminescence, 48-72 h; Potency, µM (top dose mostly 96.7 µM), without a hit: at the top dose activity change, negative = cytotoxicity, most hits filed as inhibitors; 94,000 compounds, 4.3% hits; AID 1345082, 2018; note: potency is the fitted concentration of half-maximal effect; nearly all actives have a fitted effect of over 55% in size
#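 First NIH 3T3 cells are plated at 400 cells/well; next compound is pinned in; then plates incubate 48 or 72 hr at 37 °C; finally CellTiter-Glo is added and luminescence read after 10 min.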
# GPT2 inhibitor: Primary qHTS assay for inhibitors of Glutamate pyruvate transaminase 2 (GPT2); Alanine aminotransferase 2 (Homo sapiens), Q8TD30; Recombinant GPT2, coupled pyruvate oxidase/HRP Amplex Red fluorescence; Potency, µM (titrated, usually from 57.7 µM), for the others: top-dose activity change, negative = inhibition, most hits filed as inhibitors; 100,000 compounds, 0.25% hits; AID 1671188, 2021; note: potency is the fitted concentration of half-maximal effect; nearly all actives have a fitted effect of over 60% in size; many of its hits are not listed in these tables
# Target sequence (Q8TD30 whole entry, looked up): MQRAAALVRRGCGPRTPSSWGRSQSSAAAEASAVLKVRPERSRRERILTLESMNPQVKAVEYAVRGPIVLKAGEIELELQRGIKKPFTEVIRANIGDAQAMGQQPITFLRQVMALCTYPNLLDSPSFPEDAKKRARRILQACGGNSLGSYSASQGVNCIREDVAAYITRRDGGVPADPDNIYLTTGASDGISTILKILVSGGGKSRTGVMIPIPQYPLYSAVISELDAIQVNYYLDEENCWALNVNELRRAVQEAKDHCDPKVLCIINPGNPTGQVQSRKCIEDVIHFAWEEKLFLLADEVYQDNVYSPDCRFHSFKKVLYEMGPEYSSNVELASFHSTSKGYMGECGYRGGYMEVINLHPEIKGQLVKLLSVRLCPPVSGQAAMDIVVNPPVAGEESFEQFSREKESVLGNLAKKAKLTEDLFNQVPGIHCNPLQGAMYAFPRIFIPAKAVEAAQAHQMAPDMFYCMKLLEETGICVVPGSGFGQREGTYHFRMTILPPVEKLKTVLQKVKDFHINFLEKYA
#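 GPT2 10ng/uL, a-KG 250uM, L-Ala 2mM, HEPES pH7.5 + 0.0001% Tween; 30 min RT. Then Amplex mix (PO/HRP/ThPP), 30 min RT dark, fluorescence. AOA 50uM used as positive control.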
# HEK293 viab: GF-AFC viability counterscreen for inhibitors of alpha-synuclein gene (SNCA) expression; 150,000 compounds, 0.12% hits; Potency, µM (doses to about 57.1 µM), inactives show top-dose activity change, negative = cytotoxicity, usual class: cytotoxic; AID 1671193, 2021; HEK-293-SNCA-luc viability, GF-AFC fluorescence, 24 h;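 note: potency is the fitted concentration of half-maximal effect; 0% = DMSO-treated cells and -100% = medium-only wells without cells; nearly all actives have a fitted effect of over 30% in size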
#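 Cytotoxicity counterscreen: after 24 h compound treatment of genome-edited SNCA-luciferase HEK-293 cells, live-cell protease substrate GF-AFC read by fluorescence after 30 min; activity scaled between DMSO (0%) and medium-only (-100%), curves Hill-fitted.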
# Luciferase inh: Firefly luciferase inhibition profiling of diverse chemical library using quantitative high-throughput screening; Luciferin 4-monooxygenase (Photinus pyralis), P08659; purified P. pyralis luciferase, luminescence, biochemical; Potency, µM (titrated, usually from 115 µM), without a hit: top-dose activity change, negative = inhibition, actives largely listed as inhibitors; 76,000 compounds, 2.5% hits; AID 1347043, 2019; note: potency is the fitted concentration of half-maximal effect; nearly all actives have a fitted effect of over 65% in size
#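 Inhibitors were tested against purified firefly luciferase in a biochemical, low-substrate format (both substrates at 10uM) and luminescence measured with a CCD imager.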
# Numbers without * were called inactive; i = inactive; ? = inconclusive; · = no result given; [ ] = another dose, or the depositor's remark. Unless noted, calls come from the whole dose curve; as a rule, active = well fitted curve in the direction sought with a large enough effect; inconclusive = small, poorly fitted or top-dose-only effect, or another doubt; inactive = no such curve, though single readings can be large; an effect the other way counts as inactive or inconclusive. Unless noted, % is set by controls: 0 for no effect and ±100 for the full control effect. The list is partial; count on the stated rates, not on these rows.
# Results follow in this order: HEK cytotox	SNCA expr inh	IP6K1 inh	NIH3T3 tox	GPT2 inhibitor	HEK293 viab	Luciferase inh
O=C(CCOc1ccccc1)N(Cc1cccnc1)c1nc2ccc(Cl)cc2s1
    ·	43%[activator]	-14	·	·	-8%	·
CCCCNc1ccc(C(=O)OCCN(CC)CC)cc1
    ·	0%[25.6 µM]	7	·	4%	-13%	·
Cc1nc(C)c(C(=O)N2CCC3(CC2)CN(c2ncccn2)CC3CO)s1 (stereo not drawn)
    -1%	2%	-1	-24%	-4%	3%	1%
Cc1nn(CCC(=O)N2CCN(c3ccccc3)CC2)c(C)c1S(=O)(=O)N1CCCC1
    ·	-3%	3	·	·	-12%	·
CC(=O)N1CCn2ncc(C(=O)NCc3ccc(Cl)nc3)c2C1
    i	-6%	4	i	i	10%	·
O=C(O)CCc1cc2n(n1)CCCN(C(=O)c1ccc3n[nH]nc3c1)C2
    -21%	3%	3	-16%	i	11%	-2%
Cn1nc2n(c1=O)CCC(NS(=O)(=O)c1ccc3c(c1)CCCC3)CC2 (stereo not drawn)
    -26%	-17%	-11	-24%	-25%	-2%	-14%
COC[C@@H]1CN(c2cnccn2)C[C@H]1C(=O)NCc1c(C)n[nH]c1C
    -13%	6%	13	-8%	-8%	4%	1%
CC/C=C\C/C=C\C/C=C\CCCCCCCC(=O)OCC(O)COC1OC(CO)C(O)C(O)C1O (stereo not drawn)
    ·	·	-6	·	i	-8%[23.9 µM]	·
O[C@@H]1C[C@@H](c2nnc3n2CCN(Cc2ccccc2)C3)N(Cc2ccccc2)C1
    -3%	19%	-4	-7%	-4%	3%[12.5 µM]	-1%
CC1CCN(c2csc3ccc(F)cc3c2=O)CC1
    ·	69%[activator]	-13	·	·	6%	·
CCc1ccccc1N(C)S(=O)(=O)c1ccc2c(c1)C(C)(C)C(=O)N2C
    ·	-5%	-14	·	·	13%	·
CC(C)c1ccc(NC(=O)CC2NCCNC2=O)cc1 (stereo not drawn)
    ·	24%	-6	·	·	3%	·
Cc1ccc(C(=O)NCCc2ncc(C)n2C2CCCC2)cn1
    i	-23%	-8	0%	i	-8%	7%
O=C(NCc1cccc(F)c1)C1CN(C2CCCCC2)C(=O)N1 (stereo not drawn)
    -29%[172 µM]	-19%[87.6 µM]	5	-22%[138 µM]	2%[88.5 µM]	6%[12.5 µM]	·
Cc1ccccc1OCC(=O)Nc1ccccc1C(=O)OCc1cc(=O)n2c(C)csc2n1
    ·	7%	1	·	·	4%	·
O=C(NCC(F)(F)F)[C@@H]1CCCN1c1nccc(Nc2ccccc2Cl)n1
    ?	?	0	-22%	-14%	2%[12.5 µM]	·
CSc1ccc(CCNC(=O)c2ccc3c(c2)nc2n3CCC(C)C2)cc1 (stereo not drawn)
    ·	25%	1	·	·	5%	·
CC(C)CN1CCN(C(=O)CCC2CCN(c3cc(NC4CC4)ncn3)CC2)CC1
    ?	?	11	?	i	-3%	-13%
O=Cc1ccc(O)c(O)c1O
    ·	2%[25.6 µM]	-33*	·	-7%	10%[23.9 µM]	·
O=C(Nc1ccccc1F)C1CN(C2CCCCC2)C(=O)N1 (stereo not drawn)
    -5%[172 µM]	-3%[87.6 µM]	-11	-8%[138 µM]	-7%[88.5 µM]	-6%[12.5 µM]	·
O=C(CCC1CCCN(C(CO)CO)C1)N1CCN(Cc2ccccc2)CC1 (stereo not drawn)
    -4%	1%	16	2%	-1%[11.5 µM]	-4%	6%
NS(=O)(=O)c1ccc(C(=O)NCCn2cccn2)cc1
    4%	1%	-2	i	-6%	-2%	0%
Cc1ccc(NC(=O)c2ccc(NC(=O)N3CCSc4ncccc43)cc2)c(C)c1
    ·	61%[activator]	18	·	·	-8%	·
O=C(CSc1ncc(CO)n1Cc1ccccc1)Nc1ccc(C(F)(F)F)cc1
    ·	-18%	0	·	·	-24%	·
Cc1noc(C)c1[S+](=O)([O-])N1CCCC(c2nn(-c3ccccc3)c(=O)[nH]2)C1 (stereo not drawn)
    -22%	-26%	21	-13%	-28%	-2%	0%
Cc1cn2nnc(C(=O)N3CCC(C(=O)NCc4cccc(Cl)c4)CC3)c2c(=O)[nH]1
    -1%	-13%	-8	-7%	i	24%	-11%
COC(=O)c1ccccc1NC(=O)c1cnc(Nc2ccc(OC)cc2)c2ccccc12
    ·	-5%	0	·	·	6%	·
COCCCNc1nc2cc(OC)c(OC)cc2c2nc(-c3ccccc3)nn12
    ·	0%	16	·	·	2%	·
Cn1ncc(N2CCC(CNC(=O)c3cccc(-n4cnnc4)c3)C2)cc1=O (stereo not drawn)
    i	17%	-11	i	i	3%	9%

# (continued)
# Results follow in this order: HEK cytotox	SNCA expr inh	IP6K1 inh	NIH3T3 tox	GPT2 inhibitor	HEK293 viab	Luciferase inh
CCCn1cc(-c2ccnc(NC3CCN(Cc4cccnc4)CC3)n2)c(C)n1
    28µM*	?	-3	?	4%	?	-7%
COc1ccc(NC(=O)Cn2c(=O)n(Cc3ccco3)c(=O)c3cc(OC)c(OC)cc32)cc1
    ·	-19%	-1	·	·	?	·
O=C(CSc1nc(-c2ccccc2)[nH]c1-c1ccc(F)cc1)NC1CCCC1
    ·	?	22	·	·	?	·
Cc1ccc(OCC(=O)Nc2cccc(C(=O)OCc3cc(=O)n4c(C)csc4n3)c2)cc1
    ·	0%	-3	·	·	-3%	·
Cc1cc(C)c2oc(C(=O)Nc3nc4ccc(Cl)cc4s3)cc(=O)c2c1
    ·	-9%	-7	·	·	-8%	·
COc1cccc(-c2ccc(C(=O)N3CCC(N[S+](=O)([O-])CCC(F)(F)F)CC3)cc2)c1
    ?	-18%	4	?	i	2%[12.5 µM]	·
Cc1ccc(CN2CCOC[C@H](Oc3ccc(C(F)(F)F)cc3)C2)cc1
    100µM*	?	-3	79µM*	-12%[88.5 µM]	8%[87.6 µM]	-11%[172 µM]
COCCn1ncc(N2CCCC(CC(=O)NCCN3CCOCC3)C2)cc1=O (stereo not drawn)
    9%	0%	46	1%	2%	4%	6%
CCN(Cc1nccn1C)C(=O)c1ccc(N2CCC(COC)C2)nc1 (stereo not drawn)
    -15%	-2%	14	-14%	-2%	4%	1%
CCC(CC)C(=O)OCc1cc(=O)n2nc(C3CC3)sc2n1
    ·	39%[activator]	9	·	·	-10%	·
Cc1ccc(S(=O)(=O)NCCc2csc3nc(-c4ccccc4F)nn23)cc1C
    ·	-7%	29	·	·	?	·
CCOC(=O)c1cnn(-c2ccccc2)c1NC(=O)c1cc2nc(-c3ccco3)cc(C(F)(F)Cl)n2n1
    ·	·	9	·	i	-8%	·
COc1ccc(CNC(=O)C2CCCCN2Cc2ccc(-c3ccsc3)cc2)cc1OC (stereo not drawn)
    40µM*	-5%	-1	?	-11%	-2%	·
O=C(c1ccc(-c2cccs2)cc1)N1CCC(C(=O)N2CCC(c3ccccc3)CC2)CC1
    ?	·	0	?	·	·	·
OC[C@@H]1O[C@H](CNCc2ccc(F)cc2)[C@H](N2CCCC2)[C@@H]1O
    ?	13%[87.6 µM]	-13	-15%[138 µM]	-12%[88.5 µM]	2%[87.6 µM]	6%[172 µM]
COc1ccc(Cl)cc1S(=O)(=O)N1CCC(n2cnnc2-c2ccccc2)CC1
    -16%	7%	-7	?	i	0%	11%
Cc1nn(CC(=O)NCCc2cscn2)c(=O)n1CCc1ccccc1
    -11%	-8%	-4	-19%	1%	-5%	-6%
CC(C)(C)NC(=O)CN1C(=O)NC2(CCCCC2)C1=O
    -1%	7%	-3	-6%	0%	-3%	4%
CCOc1cccc(CN2CC(C(=O)NCc3ccncc3)C3(CCOCC3)C2)c1 (stereo not drawn)
    -9%	-4%	7	-16%	i	-10%	-1%
O=C(Cn1ccn2nc(-c3ccc(F)cc3)c(CO)c2c1=O)Nc1cccc(F)c1
    ?	4%	20	-29%	-19%	1%	8%
Cc1cccc(C(=O)N2CCN(C(=O)c3nnn4c3COC(c3ccccc3)C4)CC2)c1 (stereo not drawn)
    ?	-10%	2	-21%	i	-10%	6%
CCOc1ccc(CC(=O)N2[C@@H]3CC[C@H]2CC(NC(=O)c2ccc(F)cc2)C3)cc1 (stereo partly drawn)
    -14%	-1%	9	-23%	i	9%	-5%
CCOc1ccccc1C(=O)NCc1ccc2c(c1)CCN2C(C)=O
    ·	109%[activator]	16	·	·	-10%	·
CC(=O)Nc1cccc(-c2n[nH]c3c2CC(=O)N(CC2CC2)C3)c1
    ?	20%[87.6 µM]	16	?	i	-2%[87.6 µM]	5%[172 µM]
COc1ccc(NS(=O)(=O)c2ccc(N)cc2)nn1
    ·	45%[25.6 µM]	3	·	i	-10%[23.9 µM]	·
CNC(=O)c1c(C)nc2cnccn12
    i	·	-4	1%[174 µM]	·	·	·
CC(C)CCNC(=O)c1ccc(Cn2c(=O)c3cccn3c3cccnc32)cc1
    ·	-1%	-1	·	·	-2%	·
O=C(Cc1ccccc1)N1CCC2(CC1)CC(N(Cc1ccccc1)C1CC1)CCO2 (stereo not drawn)
    ?	?	17	?	2%	-12%	-10%
Cc1ccc(NC(=O)CC2Nc3ccccc3NC2=O)cc1C (stereo not drawn)
    ·	3%	4	·	·	-3%	·
COc1cc(NC(=O)Cn2nc3n(c2=O)CCCC3)cc(OC)c1OC
    -2%	-7%	1	i	i	7%	-4%
CC1CCC2C(C)(C)[C@H](O)CC[C@]2(C)C12Cc1c(O)cc3c(c1O2)CN(C(CCC(=O)O)C(=O)O)C3=O (stereo partly drawn)
    ·	·	-6	·	i	4%[23.9 µM]	·
Cc1ccc(S(=O)(=O)N(CCc2ccccc2)CC(=O)Nc2ccccc2C)cc1
    ·	-9%	27	·	·	-12%	·
Cc1ccc(-n2nc(C)c3c(C(=O)Nc4ccc(Br)c(C)c4)cc(C)nc32)cc1
    ·	0%	0	·	·	3%	·

# Random excerpt: 3 entries already listed, in no set order.
# Results follow in this order: HEK cytotox	SNCA expr inh	IP6K1 inh	NIH3T3 tox	GPT2 inhibitor	HEK293 viab	Luciferase inh
Cc1ccc(-n2nc(C)c3c(C(=O)Nc4ccc(Br)c(C)c4)cc(C)nc32)cc1
    ·	0%	0	·	·	3%	·
COCCn1ncc(N2CCCC(CC(=O)NCCN3CCOCC3)C2)cc1=O (stereo not drawn)
    9%	0%	46	1%	2%	4%	6%
O=C(c1ccc(-c2cccs2)cc1)N1CCC(C(=O)N2CCC(c3ccccc3)CC2)CC1
    ?	·	0	?	·	·	·
